# Screening results as filed in PubChem.
# PI5P4Ka inh – inhibitors of human PI5P4K alpha; P48426; PI5P4Kalpha enzyme, ADP-Glo luminescence, 60 min; hits give low values; max response, %; 1.2% of 330,000 active; AID 652105; active = max response of -50% or lower; inconclusive = between -30% and -50%; inactive = -30% or higher; also: value at the top dose of about 77 µM; % is scaled to controls: 0 for no effect and ±100 for the full control effect
# Target sequence (P48426 whole entry, looked up): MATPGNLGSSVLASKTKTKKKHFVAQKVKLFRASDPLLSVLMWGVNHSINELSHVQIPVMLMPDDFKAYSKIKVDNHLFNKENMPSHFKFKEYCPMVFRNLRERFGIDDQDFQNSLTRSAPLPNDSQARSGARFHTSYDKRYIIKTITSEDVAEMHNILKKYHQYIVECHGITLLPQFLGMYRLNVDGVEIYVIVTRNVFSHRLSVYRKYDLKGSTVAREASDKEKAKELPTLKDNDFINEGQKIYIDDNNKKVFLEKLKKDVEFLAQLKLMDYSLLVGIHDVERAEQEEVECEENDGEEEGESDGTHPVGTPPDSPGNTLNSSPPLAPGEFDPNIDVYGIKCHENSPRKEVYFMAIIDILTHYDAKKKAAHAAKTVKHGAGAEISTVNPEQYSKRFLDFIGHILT
#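 Controls without substrate or without enzyme flank wells where PI5P4Kalpha converts substrate using 5 microM ATP (final). Incubation lasts 60 minutes at room temperature; ADP formed is read by ADP-Glo luminescence.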
# aSyn yeast inh – rescues yeast growth from alpha-synuclein toxicity; Yeast expressing alpha-synuclein, growth rescue, BacTiter-Glo, 24 h; Potency, µM (titrated, usually from 46.1 µM), inactives show at the highest dose growth rescue (activation), usual class: activators; 0.14% of 370,000 active; also: potency is read from the fitted curve at half-maximal effect; % of control where 0% means no effect; nearly all actives have a fitted effect of over 65% in size
#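 Galactose-induced alpha-syn yeast (OD600=0.02, raffinose-pregrown) + pinned cpd, 24 hr, 30 deg C; growth by BacTiter-Glo luminescence. Growth restoration scores as activation.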
# EPAC1 agonist – activates human EPAC1 exchange factor; 0.073% of 360,000 active; O95398; EPAC1 agonist qHTS, biochemical assay; response scale: 100% = response to 6.5 mM cAMP; Potency, µM (titrated, usually from 154 µM), for inactives: top-dose activation, usual class: activators; also: potency is read from the fitted curve at half-maximal effect; nearly all actives have a fitted effect of over 60% in size
#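 Compounds were pinned as a concentration titration into mixtures of EPAC1 (100 nM), BODIPY-GDP-loaded Rap1B (250 nM) and GDP (50 uM). After 5 min at room temperature, fluorescence was followed for 30 min; activity was scaled to 6.5 mM cAMP.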
# WRN inhibitor – blocks human WRN helicase; Q14191; WRN helicase unwinding, fluorescent forked duplex, kinetic; Potency, µM (highest dose often 114 µM), without a hit: at the highest dose activity change, negative = inhibition, usual class: inhibitors; 0.46% of 360,000 active; also: potency is read from the fitted curve at half-maximal effect; % is scaled to controls: 0 for no effect and ±100 for the full control effect; nearly all actives have a fitted effect of over 55% in size
#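 Enzyme (20 nM final) and test compound sit together 15 min at room temperature before substrate addition. Substrate is a single-forked duplex oligonucleotide (100 nM) labelled with fluorophore and quencher, with 2 mM ATP; helicase unwinding raises red fluorescence, read kinetically.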
# IL-2 act – activators of IL-2. activation, % (series mostly up to about 46 µM). IL-2 activation reporter assay, cell-based qHTS; stimulated with anti-CD3/CD4/CD28 beads; in transgenic mouse T cells. AID 652025. 0.065% of 360,000 active; in the data active = activation above about 50%; inconclusive = mostly about 30% to 49%; also: 0% is about no effect
#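 First, unstimulated transgenic mouse T cells were exposed to compound for 60 min. Next, anti-CD3/anti-CD4-coated beads with anti-CD28 were added. Finally, after 18 h at 37 degrees C, EGFP and DsRed were imaged.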
# Abeta yeast res – restores growth of yeast expressing A-beta42 peptide. yeast expressing A-beta42, growth rescue, OD600, 48 h; response scale: 0% DMSO, 100% iron-clioquinol control. Potency, µM (highest dose often 46.1 µM), without a hit: at the highest dose growth rescue, usual class: activators. 0.063% of 410,000 active. AID 1347071; also: potency is read from the fitted curve at half-maximal effect; nearly all actives have a fitted effect of over 55% in size
#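 Yeast A-beta toxicity model in growth medium with pinned compounds, 48 h at 30 C; growth read as absorbance at 600 nm. Normalized to FeCl3/clioquinol equimolar mix (positive) and DMSO (negative).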
# EPAC1 antagonist – blocks human EPAC1 exchange factor; AID 720709; O95398; 0.14% of 360,000 active; Potency, µM (titrated, usually from 115 µM), inactives show at the highest dose activity change, negative = inhibition, actives largely listed as inhibitors; EPAC1 GEF assay, Rap1b-BODIPY-GDP exchange fluorescence;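 also: potency is read from the fitted curve at half-maximal effect; plate controls were vehicle for no effect and positive control for full effect; nearly all actives have a fitted effect of over 50% in size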
# FUS suppressor – FUS proteinopathy suppression in yeast. S. cerevisiae FUS-expressing, growth rescue, OD600, 24 h. Potency, µM (titrated, usually from 76.6 µM), without a hit: at the top dose growth rescue (activation), usual class: activators. 0.24% of 390,000 active. AID 1347120;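 also: potency is read from the fitted curve at half-maximal effect; plate controls were DMSO vehicle for no effect and reference control for full effect; nearly all actives have a fitted effect of over 55% in size; some results filed as inactive show a strong effect at the top dose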
#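 Yeast FUS proteinopathy model; galactose-induced FUS (2%), starting OD 0.005. Cpds in dilution series, 24hr, 30C, 99% humidity. Abs 600 nm growth. Pos ctrl CP55940 (top 92uM final); neg ctrl DMSO.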
# PLK1 PBD block – blocks phosphopeptide binding to human PLK1 polo-box domain | Potency, µM, inactives show max response, negative = inhibition, most hits filed as inhibitors | P53350 | 2.8% of 360,000 active | Plk1 PBD binding of FITC phosphopeptide, fluorescence polarization | AID 720504; also: potency is read from the fitted curve at half-maximal effect; series mostly up to about 57 µM; % is scaled to controls: 0 for no effect and ±100 for the full control effect; nearly all actives have a fitted effect of over 65% in size
# Target sequence (P53350 whole entry, looked up, the tested form may be a part): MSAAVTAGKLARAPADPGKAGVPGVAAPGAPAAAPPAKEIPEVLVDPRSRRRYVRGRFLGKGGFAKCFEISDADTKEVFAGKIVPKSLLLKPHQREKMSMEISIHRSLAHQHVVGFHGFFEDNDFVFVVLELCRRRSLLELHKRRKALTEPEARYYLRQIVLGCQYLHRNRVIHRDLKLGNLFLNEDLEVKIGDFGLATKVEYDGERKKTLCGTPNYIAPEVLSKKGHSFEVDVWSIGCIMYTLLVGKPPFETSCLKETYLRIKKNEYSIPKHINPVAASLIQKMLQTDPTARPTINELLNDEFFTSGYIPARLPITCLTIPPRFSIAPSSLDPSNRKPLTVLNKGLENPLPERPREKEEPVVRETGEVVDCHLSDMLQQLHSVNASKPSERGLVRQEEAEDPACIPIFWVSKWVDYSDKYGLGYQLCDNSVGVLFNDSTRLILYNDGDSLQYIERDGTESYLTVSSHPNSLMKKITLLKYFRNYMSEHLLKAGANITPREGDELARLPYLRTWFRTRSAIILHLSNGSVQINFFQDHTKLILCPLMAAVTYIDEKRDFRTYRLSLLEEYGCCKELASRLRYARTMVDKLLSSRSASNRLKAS
# Numbers without * were called inactive; ? = inconclusive; nt = no result given; [ ] = dose if it differs, or a comment. Unless noted, calls follow the shape of the dose curve; as a rule, active = well fitted curve in the direction sought with a large enough effect; inconclusive = small, poorly fitted or top-dose-only effect, or another doubt; inactive = no such curve, though single readings can be large; an effect the other way counts as inactive or inconclusive.
SMILES,PI5P4Ka inh,aSyn yeast inh,EPAC1 agonist,WRN inhibitor,IL-2 act,Abeta yeast res,EPAC1 antagonist,FUS suppressor,PLK1 PBD block
O=C(c1ccco1)N1CCN(CC(O)Cn2c3ccccc3c3ccccc32)CC1 (stereo not given),-9,13%,-5%,8%,-1.6,9%,6%,-7%,-16%
CN(C)C(CNC(=O)CSc1nc2sc3c(c2c(=O)n1C)CCCC3)c1ccccc1 (stereo not given),7,-5%[1.84 µM],-1%,-4%,-0.2,-5%,6%,19%,-23%
Cc1nc(SCC(=O)NCc2ccco2)c2oc3ccccc3c2n1,3,20%,15%,-9%,-0.4,8%,-19%,6%,-5%
Cc1ccc(NS(=O)(=O)c2ccc(-c3ccc(=O)[nH]n3)o2)cc1,-8,-3%,-4%,-5%,6.3,-2%,-13%,20%,-12%
CCN1CCN(CCCN(Cc2ccco2)C(=S)Nc2ccccc2Cl)CC1,1,-5%,-8%,3%,-1.8,-14%,-24%,38%,-10%
O=C(NCC1CCCO1)c1ccc(CS(=O)(=O)c2ccc(Cl)cc2)o1 (stereo not given),nt,-2%,8%,-3%,-2.6,4%,-2%,9%,-6%
O=C(c1ccc(NC2=NC3CS(=O)(=O)CC3S2)cc1)N(CCO)Cc1ccccc1 (stereo not given),-4,3%,-9%,-2%,-1.9,10%,25%,4%,-7%
Cc1ccc(/C=N/NC(=O)c2ccoc2C)o1,-7,-1%,6%,-34%[57.1 µM],-1.0,3%,-14%,-13%,-5%
Cc1ccc([C@@]2(OC(=O)c3ccccc3)C(=O)N(C(=O)OC(C)(C)C)c3ccccc32)cc1,0,9%,3%,5%,-0.7,-3%,6%,12%,-2%
CC(C)[C@@H](C(=O)N1CCN(Cc2ccc3c(c2)OCO3)CC1)n1nnc2ccccc2c1=O,4,2%,0%,6%,-2.2,14%,6%,11%,-2%
CCOc1ccc(/C=N/NC(=O)C(C)N(c2ccc(OC)cc2)S(C)(=O)=O)cc1OCC (stereo not given),3,-8%,5%,-7%,-3.0,0%,0%,-17%,-6%
O=C1/C(=C\c2cccnc2)CCc2ccccc21,1,8%,-4%,-8%,0.3,-27%,3%,13%,-13%
COc1ccc(C(OC(=O)c2ccco2)C(=O)NCc2ccco2)cc1 (stereo not given),nt,-4%,5%,4%,0.0,14%,7%,29%,3%
CCCCN(CC)CCCNC(=O)CS(=O)(=O)Cc1nc(-c2cccc(OC)c2)oc1C,0,nt,-10%,-1%,-1.5,11%,0%,6%,0%
Cc1oc(-c2ccccc2Cl)[n+]([O-])c1C,nt,8%,-1%,-7%,-1.5,8%,5%,7%,-3%
COc1ccc(CCNC(=O)C2CCN(S(=O)(=O)c3ccc(OC)c(OC)c3)CC2)cc1,-1,nt,6%,-6%,-0.2,10%,-2%,-2%,2%
CCCS(=O)(=O)N1CCC(C(=O)NCc2cccnc2)CC1,2,0%,-4%,-7%,0.3,2%,9%,7%,-8%
CCOc1ccccc1NC(=O)CNS(=O)(=O)c1ccc2nc(C)sc2c1,0,3%,1%,-1%,1.4,7%,7%,7%,3%
O=C(COc1ccc2c(-c3ccccc3)cc(=O)oc2c1)Nc1ccc(CCO)cc1,8,2%,9%,-17%[11.6 µM],-0.1,-10%,?,8%,-4%
COCCN(CCOC)Cc1cc(=O)oc2cc(C)ccc12,-1,-5%,2%,-3%,0.0,-8%,10%,-23%,-3%
CNC(=O)c1[nH]cnc1C(=O)N[C@@H](CC(C)C)C(=O)OC(C)(C)C,-4,-1%,-8%,-2%,-0.2,3%,-24%,20%,-1%
CCN1CCN(CC(=O)Nc2sc3c(c2C#N)CCC(C)C3)CC1 (stereo not given),8,2%,-2%,6%,0.4,-10%,8%,1%,-5%
Nc1nnc(Cc2ccc(Cl)c(Cl)c2)s1,-3,11%,1%,1%,-0.2,4%,-7%,-3%,-21%
Cc1cccc(C)c1C(O)c1ncc(-c2cccc(C(F)(F)F)c2)[nH]1 (stereo not given),14,1%,-13%,-5%,0.0,4%,-10%,15%,-4%
CC1CCN(C(=O)COC(=O)c2cc(Cl)c3c(c2)OCO3)CC1,2,2%,1%,5%,-5.9,-19%,6%,nt,0%
CCN1CCN(CC(O)COCCOc2ccc(Br)cc2)CC1 (stereo not given),-3,-1%,-5%,2%,-3.1,2%,-14%,nt,4%
O=C(CSc1ccccn1)Nc1cccc(S(=O)(=O)N2CCCC2)c1,2,-3%,8%,-4%,0.1,5%,3%,nt,-4%
CC(=O)c1cc(C#N)c(SCCC(C)C)nc1C,nt,-1%,9%,1%,-2.5,7%,-22%,20%,-6%
COCCCNC(=O)CNC(=O)c1nn(-c2ccc(OC)cc2OC)c(=O)c2ccccc12,1,0%,-3%,-1%,0.9,-4%,5%,-22%,-9%
Cn1cc(C(=O)N/N=C/c2cccc([N+](=O)[O-])c2)c2ccccc21,2,1%,10%,7%,1.3,4%,16%,-18%,-5%
CCCc1cc(=O)[nH]c(SCC(=O)N(C)C2CCS(=O)(=O)C2)n1 (stereo not given),-5,-6%,-6%,7%,-0.3,12%,6%,4%,-5%
O=C(Nc1ccnc(-c2cccnc2)n1)c1ccc(Cl)cc1,nt,0%,8%,-12%[57.1 µM],3.3,-7%,-3%,17%,-3%
CC(=O)Nc1ccc(NS(=O)(=O)c2ccc(OC(C)C(=O)N3CCOCC3)cc2)cc1 (stereo not given),-8,-5%,11%,-1%,-0.4,11%,-3%,-5%,-8%
COc1cccc2cc(C(=O)Nc3ccccc3Cl)/c(=N/NS(=O)(=O)c3ccccc3)oc12,-8,-7%,-4%,1%,-0.4,7%,6%,-13%,-14%
O=C(NCc1ccccc1)[C@H]1C[C@@H]1[C@H](NP(=O)(c1ccccc1)c1ccccc1)c1ccccc1,-3,0%,-18%,-1%,-0.1,1%,-15%,-11%,-13%
O=S(=O)(c1ccccc1)N(CC(O)COc1ccccc1)c1ccccc1 (stereo not given),6,7%,0%,-9%,1.6,?,-19%,17%,4%
O=C1CN(C(=O)COC(=O)c2ccco2)c2ccccc2N1,-1,0%,4%,-6%,-3.8,-16%,20%,nt,2%
CC1=C(C(=O)OCc2ccccc2)C(c2cccc([N+](=O)[O-])c2)NC(=O)N1 (stereo not given),-1,-5%,-1%,7%,0.1,3%,5%,-22%,-2%
CN(C)C(CNC(=O)c1c(F)cccc1Cl)c1ccco1 (stereo not given),11,1%,-6%,9%,-0.6,-11%,13%,-10%,1%
COc1cc(-c2ccc(N3C(c4ccsc4)=Cc4ccc(F)cc4C3c3c[nH]c4ccc(C#N)cc34)cc2)cc(OC)c1OC (stereo not given),-2,-1%,7%,-3%,2.2,-3%,-1%,14%,-2%
O=C(O)/C=C\C(=O)Nc1ccccc1N1CCN(c2ccccc2)CC1,-4,5%,3%,1%,-0.4,11%,-11%,-1%,-12%
CCOC(=O)c1sc(=S)n(-c2ccc(OC)cc2)c1C,1,-1%,1%,3%,-1.4,-24%,-26%,1%,-4%
O=C(CSc1nc2ccccc2c(=O)n1-c1ccccc1)N1CCC1,1,3%,17%,-3%,2.9,9%,-2%,-27%,-1%
O=C(NCC1CCCN(Cc2ccccc2F)C1)c1cccc(C(F)(F)F)c1 (stereo not given),8,1%,-10%,2%,-0.7,1%,0%,3%,-2%
COC(=O)c1cc(C(=O)c2ccccc2)n2c(=O)/c(=C\N(C)C)sc12,-2,0%,5%,4%,-1.8,2%,-25%,-30%,-10%
CC(COS(N)(=O)=O)Cc1ccc(C(F)(F)F)cc1 (stereo not given),-3,-1%,-18%,-9%,-3.7,4%,-17%,-13%,2%
CC(C)C(=O)c1cc2c(cc1NC(=O)c1ccccc1)OCCO2,nt,1%,24%,-11%,-0.1,-1%,-7%,7%,-1%
c1cncc(-c2noc(-c3ccco3)n2)c1,0,1%,-2%,5%,-0.2,6%,9%,-15%,0%
Cc1cc(C)n(-c2ccc(NC(=O)C3CCCCN3C(=O)c3cc(C)oc3C)cc2)n1 (stereo not given),1,9%,-10%,0%,-1.3,17%,-13%,15%,-18%
CCOC(=O)[C@H]1[C@H]2COc3ccc(Br)cc3[C@@H]2N2C(=O)N(c3ccc(F)cc3)C(=O)[C@@]12C,5,1%,-6%,-8%,2.4,-13%,0%,35%,7%
CCOC(=O)Cn1c2ccc(C)cc2c2nc(C)sc21,-2,-8%,5%,-12%,-0.9,16%,-24%,9%,-9%
Cc1cc(SCC(=O)Nc2cccc(S(=O)(=O)N3CCOCC3)c2)nc2ccccc12,0,-1%,3%,6%,-3.4,3%,9%,?,-16%
CCOC(=O)N1CCC(NC(=O)c2cc3c(-c4cccc(OC)c4)nn(C)c3s2)CC1,-4,2%,9%,-2%,-2.6,-5%,15%,34%,-4%
CCC(NS(=O)(=O)c1cccs1)c1ccc(C)cc1 (stereo not given),1,1%,3%,-1%,0.5,24%,-24%,-7%,-10%
Nc1nc(CSC(=S)N2CCOCC2)nc(Nc2ccccc2)n1,-1,-1%,-11%,-5%,0.6,2%,9%,0%,3%
O=C(O)c1ccccc1C(=O)Nc1cc(-c2ccccc2)[nH]n1,-7,0%,-2%,4%,-2.3,-7%,12%,37%,4%
COCCN(CC(=O)NCC1CCCO1)C(=O)CCC(=O)Nc1ccccn1 (stereo not given),-51*,0%,10%,-27%,0.3,-16%,2%,13%,4.7µM*
CCCCOC(=O)c1c(C)oc2ccc(NS(=O)(=O)c3ccc4c5c(cccc35)C(=O)N4)cc12,-15,-4%,8%,?,0.2,-28%,?,nt,-14%
Cn1c(Cn2c(=O)sc3ccccc32)nnc1SCC(=O)NCc1ccco1,2,-1%,5%,-6%,-2.8,-21%,-1%,-13%,?
